Bioassay records deposited in PubChem by National Center for Advancing Translational Sciences (NCATS).
WRN helicase inh – inhibitors of human WRN helicase | Q14191 | Potency, µM (titrated, usually from 114 µM), for inactives: top-dose activity change, negative = inhibition, usual class: inhibitors | WRN helicase unwinding, fluorescent forked duplex, kinetic | actives 0.46% (n = 360,000); further: potency means the concentration at half of the fitted maximal effect; on the % scale 0 is the no-effect control and ±100 the full control effect; nearly all actives have a fitted effect of over 55% in size
Target sequence (Q14191 whole entry, looked up): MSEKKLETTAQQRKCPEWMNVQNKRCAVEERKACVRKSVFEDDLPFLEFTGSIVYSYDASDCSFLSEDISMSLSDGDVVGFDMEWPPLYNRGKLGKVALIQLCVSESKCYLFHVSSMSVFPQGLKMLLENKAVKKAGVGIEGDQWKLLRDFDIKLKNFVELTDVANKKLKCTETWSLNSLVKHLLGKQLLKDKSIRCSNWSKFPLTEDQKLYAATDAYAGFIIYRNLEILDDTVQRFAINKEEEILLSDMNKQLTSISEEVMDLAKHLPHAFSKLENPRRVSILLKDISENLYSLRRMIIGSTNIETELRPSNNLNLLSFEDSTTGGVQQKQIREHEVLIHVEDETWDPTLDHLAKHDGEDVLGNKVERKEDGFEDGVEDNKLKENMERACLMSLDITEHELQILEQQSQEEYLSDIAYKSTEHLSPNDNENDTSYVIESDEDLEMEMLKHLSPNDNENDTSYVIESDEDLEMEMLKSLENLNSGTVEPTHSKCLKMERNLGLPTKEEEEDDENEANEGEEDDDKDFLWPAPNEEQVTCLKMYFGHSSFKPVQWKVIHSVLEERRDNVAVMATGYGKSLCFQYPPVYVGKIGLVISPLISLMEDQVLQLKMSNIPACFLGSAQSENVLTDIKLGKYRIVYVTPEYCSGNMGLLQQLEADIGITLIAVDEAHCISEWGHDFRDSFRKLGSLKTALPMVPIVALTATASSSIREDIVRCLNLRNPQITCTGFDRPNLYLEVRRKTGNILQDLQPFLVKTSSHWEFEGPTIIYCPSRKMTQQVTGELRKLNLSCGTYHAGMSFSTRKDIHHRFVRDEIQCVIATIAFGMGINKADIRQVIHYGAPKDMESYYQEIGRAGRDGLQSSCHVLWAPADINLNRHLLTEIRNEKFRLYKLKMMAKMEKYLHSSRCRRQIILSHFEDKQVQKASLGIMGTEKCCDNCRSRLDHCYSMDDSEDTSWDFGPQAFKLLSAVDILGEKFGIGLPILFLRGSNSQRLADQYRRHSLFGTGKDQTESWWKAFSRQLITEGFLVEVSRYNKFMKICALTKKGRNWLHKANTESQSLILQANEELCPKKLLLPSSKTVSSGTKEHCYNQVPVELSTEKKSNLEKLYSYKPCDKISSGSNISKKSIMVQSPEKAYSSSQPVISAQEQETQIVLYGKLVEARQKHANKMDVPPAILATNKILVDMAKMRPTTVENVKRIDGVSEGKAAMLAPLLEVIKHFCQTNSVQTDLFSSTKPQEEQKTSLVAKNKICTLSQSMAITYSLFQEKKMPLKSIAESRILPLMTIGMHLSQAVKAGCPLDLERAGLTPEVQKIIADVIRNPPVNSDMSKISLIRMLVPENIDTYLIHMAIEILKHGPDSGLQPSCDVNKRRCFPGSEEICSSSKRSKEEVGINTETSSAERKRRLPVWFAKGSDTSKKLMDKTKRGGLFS
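Kinetic fluorescence helicase assay: unwinding of a quenched forked DNA duplex (100 nM final) with 2 mM ATP final raises red fluorescence (525/598 nm). Compounds sat 15 min at room temperature with 20 nM WRN beforehand.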
PI5P4Ka inh – inhibitors of human PI5P4K alpha | P48426 | PI5P4Kalpha enzyme, ADP-Glo luminescence, 60 min; active compounds read low | max response, % | actives 1.2% (n = 330,000); active means max response of -50% or lower; inconclusive means between -30% and -50%; inactive means -30% or higher; further: value at the top dose of about 77 µM; on the % scale 0 is the no-effect control and ±100 the full control effect
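Enzyme plus substrate dispensed, test compounds pinned in, then ATP (5 microM final) added. After 60 min at RT, ADP-Glo reagent 1 for 45 min and reagent 2 for 30 min preceded luminescence imaging.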
Abeta rescue – compounds reversing amyloid beta toxicity in yeast. yeast expressing A-beta42, growth rescue, OD600, 48 h; response scale: 0% DMSO, 100% iron-clioquinol control. Potency, µM (doses to about 46.1 µM), without a hit: top-dose growth rescue, usual class: activators. actives 0.063% (n = 410,000). AID 1347071; further: potency means the concentration at half of the fitted maximal effect; nearly all actives have a fitted effect of over 55% in size
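Yeast A-beta toxicity model in growth medium with pinned compounds, 48 h at 30 C; growth read as absorbance at 600 nm. Normalized to FeCl3/clioquinol equimolar mix (positive) and DMSO (negative).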
EPAC1 agonist – EPAC1 (human) agonism | O95398 | EPAC1 agonist qHTS, biochemical assay; response scale: 100% = response to 6.5 mM cAMP | Potency, µM (series often up to 154 µM), without a hit: at the top dose activation, most hits filed as activators | actives 0.073% (n = 360,000); further: potency means the concentration at half of the fitted maximal effect; nearly all actives have a fitted effect of over 60% in size
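Normalized to 6.5 mM cAMP, activity reflects EPAC1-catalysed release of BODIPY-GDP from Rap1B, followed kinetically over 30 min at 480 nm excitation, 540 nm emission. Reaction contained 100 nM EPAC1, 250 nM Rap1B-BODIPY-GDP, 50 uM GDP.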
FUS suppressor – rescues growth of FUS-expressing yeast | S. cerevisiae FUS-expressing, growth rescue, OD600, 24 h | AID 1347120 | actives 0.24% (n = 390,000) | Potency, µM (highest dose often 76.6 µM), without a hit: top-dose growth rescue (activation), actives largely listed as activators;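 further: potency means the concentration at half of the fitted maximal effect; plate controls were DMSO vehicle for no effect and reference control for full effect; nearly all actives have a fitted effect of over 55% in size; some results filed as inactive show a strong effect at the top dose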
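Galactose (2%) drives FUS expression in yeast precultured in raffinose; seeding density OD 0.005. Test compounds incubated 24hr at 30C and 99% humidity before absorbance at 600 nm was measured.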
PLK1 PBD inh – inhibitors of human PLK1 polo-box domain binding; actives 2.8% (n = 360,000); Plk1 PBD binding of FITC phosphopeptide, fluorescence polarization; AID 720504; Potency, µM, inactives show max response, negative = inhibition, usual class: inhibitors; further: potency means the concentration at half of the fitted maximal effect; series mostly up to about 57 µM; on the % scale 0 is the no-effect control and ±100 the full control effect; nearly all actives have a fitted effect of over 65% in size
IL-2 act – activates IL-2 in a cell-based reporter assay. IL-2 activation reporter assay, cell-based qHTS; stimulated with anti-CD3/CD4/CD28 beads; in transgenic mouse T cells. activation, % (series mostly up to about 46 µM). actives 0.065% (n = 360,000). AID 652025; in the data active means activation above about 50%; inconclusive means mostly about 30% to 49%; further: 0% is about no effect
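Unstimulated transgenic mouse T cells preincubated 60 min with compound, then stimulated with anti-CD3/anti-CD4-coated beads plus anti-CD28 for 18 h at 37 degrees C. IL-2 response read as EGFP and DsRed fluorescence by plate cytometry.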
EPAC1 antagonist – EPAC1 (human) antagonism | O95398 | EPAC1 GEF assay, Rap1b-BODIPY-GDP exchange fluorescence | Potency, µM (series often up to 115 µM), without a hit: top-dose activity change, negative = inhibition, usual class: inhibitors | actives 0.14% (n = 360,000);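 further: potency means the concentration at half of the fitted maximal effect; plate controls were vehicle for no effect and positive control for full effect; nearly all actives have a fitted effect of over 50% in size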
Starred values were filed as active, the others as inactive; u = inconclusive; x = not tested or not shown; [ ] = another dose, or the depositor's remark. Unless noted, the call rests on the fitted dose curve; in most records, active means well fitted curve in the direction sought with a large enough effect; inconclusive means small, poorly fitted or top-dose-only effect, or another doubt; inactive means no such curve, though single readings can be large; an effect the other way counts as inactive or inconclusive.

entry	structure	WRN helicase inh	PI5P4Ka inh	Abeta rescue	EPAC1 agonist
1	Cc1nc(SCC(=O)NC2CCCC2)c2oc3ccccc3c2n1	11.5%	3.5	5.2%	-0.8%
2	CCN(CC)CCN1C(=O)C2C3c4ccccc4C(c4ccccc43)C2C1=O (stereo unspecified)	1.7%	0.1	2.8%	4.4%
3	COC(=O)CCC(=O)OC1(C)C(=O)C2=CN(CCc3ccccn3)C(c3ccc(OC)cc3)=CC2=C(Br)C1=O (stereo unspecified)	-8.4%	u	-14.5%	22.9%
4	COc1cc(OC)cc(C(=O)NC(=S)Nc2ccc(N3CCCC3)cc2)c1	-21.9%	14.6	2.4%	3.5%
5	Oc1c(C(Nc2ccccn2)c2cccnc2)cc(Cl)c2cccnc12 (stereo unspecified)	-7.5%	0.6	-69.8%[inhibitor]	7.5%
6	O=C1C[C@@H]2CCN3C(=O)CCC[C@@H]([C@H]23)[C@H]1Cc1ccccc1	0.9%	4.3	-3.0%	0.9%
7	Cc1cccc(NC(=O)/C(C#N)=C\c2ccc(C(=O)O)cc2)c1	-13.3%	3.9	-1.6%	-9.5%
8	C=CCS(=O)(=O)N1CCCC(N(C)CCc2ccc(OC)c(OC)c2)C1 (stereo unspecified)	10.5%	3.7	2.2%	-10.6%
9	Cc1ccc(C(=O)N2CCN(c3ccccc3)CC2)cc1S(=O)(=O)N1CCOCC1	-7.7%	4.1	2.6%	-7.5%
10	CCOc1ccccc1N1CCN(S(=O)(=O)c2cc(C)ccc2OC)CC1	2.7%	3.2	4.3%	5.9%

entry	FUS suppressor	PLK1 PBD inh	IL-2 act	EPAC1 antagonist
1	-17.1%	1.5%	-4.2	9.0%
2	6.2%	u	-1.6	5.9%
3	36.0%	u	2.9	-4.2%
4	x	-9.6%	-0.2	-12.3%
5	13.9%	u	0.0	-14.2%
6	-14.3%	-16.9%	-0.6	-2.3%
7	2.7%	-27.7%	4.6	-15.0%
8	-17.5%	2.1%	-3.7	-14.3%
9	22.5%	-3.3%	-1.0	56.2µM*
10	22.3%	5.0%	-0.8	-2.9%

Overlap with the part before: 2 compounds, followed by the next part.
entry	structure	WRN helicase inh	PI5P4Ka inh	Abeta rescue	EPAC1 agonist
9	Cc1ccc(C(=O)N2CCN(c3ccccc3)CC2)cc1S(=O)(=O)N1CCOCC1	-7.7%	4.1	2.6%	-7.5%
10	CCOc1ccccc1N1CCN(S(=O)(=O)c2cc(C)ccc2OC)CC1	2.7%	3.2	4.3%	5.9%
11	Cc1ccc(CNC(=O)C2(C)CCN2C(=O)Cc2ccc(-c3ccccc3)cc2)cc1 (stereo unspecified)	-10.7%	22.6	15.6%	0.2%
12	Cc1cc(C)c2nc3sc(C(=O)N4CCOCC4)c(N)c3cc2c1	-15.2%	2.6	25.6%	5.2%
13	CCN(CC)S(=O)(=O)c1cccc(NC(=O)C2SC(=Nc3ccc(C)cc3C)C(C(=O)NCC3CCCO3)=C2N)c1 (stereo unspecified)	-10.9%	0.7	1.6%	0.0%
14	CCOCCCNC(=O)C1CCCN1C(=O)NC1CCCCC1 (stereo unspecified)	7.7%	-3.1	0.6%	8.1%
15	COc1ccc(Cn2cccc(NC(=O)Nc3cccc(OC)c3)c2=O)cc1	-6.4%	0.6	-6.1%	-6.6%
16	CC(C)c1ccc(/C=C/C(=O)Nc2nc3ccc([N+](=O)[O-])cc3s2)cc1	-3.3%	-5.7	4.9%	0.7%
17	CC1CCc2c(sc3nc(CN4CCOCC4)nc(NS(=O)(=O)c4cccc([N+](=O)[O-])c4)c23)C1 (stereo unspecified)	u	-8.4	-7.6%	-8.4%
18	CN(C)/C=N/NC(=O)C1Cc2c(ccc3ccccc23)O1 (stereo unspecified)	-7.2%	0.2	-2.8%	5.7%
19	O=C(c1cc(-c2cccc(O)c2)on1)N1CCc2ccccc2C1	-3.0%	-7.9	-27.4%	-10.8%
20	CC(=O)Oc1ccc2ccc(=O)oc2c1	-5.2%	-15.9	-21.4%	-4.6%

entry	FUS suppressor	PLK1 PBD inh	IL-2 act	EPAC1 antagonist
9	22.5%	-3.3%	-1.0	56.2µM*
10	22.3%	5.0%	-0.8	-2.9%
11	16.7%	-1.0%	-0.7	-12.7%
12	u	-2.8%	-0.7	5.0%
13	u	-6.3%	-0.6	-1.1%
14	10.9%	-5.0%	-2.7	5.6%
15	23.4%	1.7%	-3.6	7.9%
16	-6.0%	0.2%	0.2	-14.5%
17	u	-26.0%	0.2	-29.1%
18	-20.8%	-14.4%	-2.1	4.9%
19	13.6%	-0.8%	-2.8	-15.1%
20	-8.1%	-14.5%	0.5	3.3%

Part of the list above, tab-delimited.
item	SMILES	WRN helicase inh	PI5P4Ka inh	Abeta rescue	EPAC1 agonist	FUS suppressor	PLK1 PBD inh	IL-2 act	EPAC1 antagonist
16	CC(C)c1ccc(/C=C/C(=O)Nc2nc3ccc([N+](=O)[O-])cc3s2)cc1	-3.3%	-5.7	4.9%	0.7%	-6.0%	0.2%	0.2	-14.5%
17	CC1CCc2c(sc3nc(CN4CCOCC4)nc(NS(=O)(=O)c4cccc([N+](=O)[O-])c4)c23)C1 (stereo unspecified)	u	-8.4	-7.6%	-8.4%	u	-26.0%	0.2	-29.1%

EPAC1 antagonist, hit marks shown above
cpd	mol	WRN helicase inh	PI5P4Ka inh	PLK1 PBD inh	IL-2 act	EPAC1 antagonist
9	Cc1ccc(C(=O)N2CCN(c3ccccc3)CC2)cc1S(=O)(=O)N1CCOCC1	-7.7%	4.1	-3.3%	-1.0	56.2µM*

Other entries follow:
entry	structure	WRN helicase inh	PI5P4Ka inh	Abeta rescue	EPAC1 agonist
21	COc1ccc(C(=O)c2sc3nc(-c4ccc(OC)cc4)ccc3c2N)cc1	5.2%	25.9	-2.0%	0.3%
22	Cc1ccc(-c2csc3ncnc(SCc4ccc(C(=O)O)cc4)c23)cc1	-4.9%[11.6 µM]	-11.5	2.3%	-7.2%
23	CCC(=C(c1ccc(OC)cc1)c1ccc(OC)cc1)c1cn(CC(O)CN(CCO)CCO)c2ccccc12 (stereo unspecified)	-5.7%	32.0	-26.0%	2.2%
24	Cc1cccc(-n2ncc(C(=O)NC3CCCC3)c2C2CCN(C(=O)OC(C)(C)C)CC2)c1	-1.8%[57.1 µM]	4.1	5.2%	-6.1%
25	c1ccc(-c2nnc(CN3CCCc4ccccc43)o2)cc1	-5.1%	2.3	4.6%	3.7%
26	COC(=O)[C@@]12C[C@@H](CC(=O)NCCCCc3ccccc3)C(=O)N(Cc3cccc4ccccc34)C1=CCC(C)(C)C2	-8.6%	13.0	-4.5%	-2.7%
27	O=S(=O)(c1ccc(SCCO)nc1)N1CCCC1	6.5%	2.2	23.3%	-0.8%
28	CN1C(=O)NC2(O)C(=O)c3ccccc3C12O (stereo unspecified)	u	-50.5*	1.1%	5.7%
29	O=C(NS(=O)(=O)c1ccccc1)c1ccccc1F	5.9%	1.7	23.0%	-1.9%
30	NS(=O)(=O)c1ccc(CCNC(=O)c2ccc3c(c2)OCO3)cc1	2.1%	-1.7	-0.4%	2.6%

entry	FUS suppressor	PLK1 PBD inh	IL-2 act	EPAC1 antagonist
21	21.0%	-4.1%	u	1.9%
22	23.9%	-72.2%	0.5	-25.4%
23	28.2µM*	-5.8%	-0.3	-5.9%
24	u	-1.9%	-3.0	11.5%
25	28.7%	-24.9%	-1.9	-1.1%
26	u	1.0%	-0.7	-16.8%
27	4.4%	-5.0%	0.0	-2.7%
28	1.0%	2.67µM*	0.2	2.3%
29	-16.7%	1.9%	-0.5	13.7%
30	6.7%	0.5%	0.1	-1.9%

Continued.
entry	structure	WRN helicase inh	PI5P4Ka inh	Abeta rescue	EPAC1 agonist
31	CCS(=O)(=O)Nc1cccc(C2=NN(S(=O)(=O)c3ccccc3)C(c3ccco3)C2)c1 (stereo unspecified)	-19.0%	-8.6	-5.9%	19.1%
32	CC(C)(C)C(=O)NC(=C(Cl)Cl)P(=O)(O)O	1.2%	x	-7.6%	1.2%
33	CCCn1c(N)c(N2CCCCC2)c(=O)n(CC(=O)Nc2ccc(C(C)=O)cc2)c1=O	-15.6%	-5.6	17.7%	1.0%
34	Cc1ccc(S(=O)(=O)N2CCN(C(=O)C(C)Cn3cncn3)CC2)cc1C (stereo unspecified)	-3.0%	2.7	4.2%	-7.6%
35	Cc1ccc(NC(=O)c2sc(N)nc2-c2ccc([N+](=O)[O-])cc2)cc1C	14.7%	-4.3	-8.7%	19.5%
36	CCCc1nnc(NC(=O)CCC(=O)NCc2ccc(OC)cc2)s1	-4.8%	-3.9	11.6%	7.9%
37	C=CCOC(=O)C1=C[C@@H](c2ccccc2)[C@H](CCCO)[C@@H](OCC)O1	-0.9%	2.5	-10.1%	-4.4%
38	OC12CC3C[C@H](C1)C(N1CCOCC1)[C@@H](C3)C2 (stereo partly specified)	0.1%	-5.6	-2.6%	-8.4%
39	Cn1cc(S(=O)(=O)CC(=O)Nc2ccc(Br)cc2)c2ccccc21	-6.7%	-3.5	-0.5%	-8.8%
40	O=C(c1ccco1)N1CCN(Cc2ccccc2F)CC1	11.9%	7.1	u	-4.6%
41	COCc1nnc(NC(=O)CCCOc2ccccc2)s1	-0.6%	4.1	-15.8%	-6.9%

entry	FUS suppressor	PLK1 PBD inh	IL-2 act	EPAC1 antagonist
31	27.9%	-7.0%	-4.0	-20.5%
32	10.6%	-9.3%	2.0	13.5%
33	15.7%	-2.6%	0.2	-15.9%
34	-2.7%	7.5%	0.1	1.6%
35	-4.7%	-8.4%	1.7	2.9%
36	-0.3%	-7.3%	1.3	1.9%
37	14.3%	u	-3.1	-26.7%
38	-1.3%	4.3%	0.7	-19.4%
39	-3.5%	0.7%	-2.3	-7.5%
40	-9.5%	-1.7%	-2.2	-10.9%
41	14.3%	-1.9%	-2.7	-5.7%

Rows were taken by chance; overall some 4.1% were active at least once.
